GRP78 ERSR act: qHTS for Inducers of the Endoplasmic Reticulum Stress Response (ERSR) in Human Glioma: qHTS | 420,000 tested, 0.02% active | Potency, µM, without a hit: at the highest dose activation, usual class: activators | AID 602332, 2012 | U87-MG GRP78 promoter luciferase reporter, 16 h; note: potency is the fitted concentration of half-maximal effect; series mostly up to about 76 µM; % of control where 0% means no effect; nearly all actives have a fitted effect of over 35% in size
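Stably transfected U87-MG human glioma cells carrying a GRP78-based luminescent sensor were seeded at 1000 cells/well, pin-dosed with compounds and incubated 16 h. Luciferase reagent was then added, and end-point luminescence was read after 10 min at room temperature.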
TrxR1 inh: qHTS Assay for Inhibitors of Mammalian Selenoprotein Thioredoxin Reductase 1 (TrxR1): qHTS. recombinant rTrxR1, NADPH fluorescence consumption, selenite substrate. Potency, µM (series often up to 114 µM), for inactives: at the top dose activity change, negative = inhibition, most hits filed as inhibitors. 390,000 tested, 1% active. AID 588453, 2011; note: potency is the fitted concentration of half-maximal effect; % is set by controls: 0 for no effect and ±100 for the full control effect; nearly all actives have a fitted effect of over 65% in size
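Rat TrxR1 (90 nM in the dispensed reagent) was pre-reduced with 400 uM NADPH for 5 min at room temperature, then incubated with compound for 15 min. After 400 uM selenite was added, NADPH fluorescence (Ex 340/Em 450 nm) was followed for 8 min.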
USP1-UAF1 inh: Inhibitors of USP1/UAF1: Primary Screen; AID 743255, 2014; Potency, µM (doses to about 57.1 µM), for the others: at the highest dose activity change, negative = inhibition, most hits filed as inhibitors; recombinant USP1/UAF1, Ub-Rhodamine cleavage fluorescence; 390,000 tested, 0.23% active; Ubiquitin carboxyl-terminal hydrolase 1 (Homo sapiens), O94782; note: potency is the fitted concentration of half-maximal effect; % is set by controls: 0 for no effect and ±100 for the full control effect; nearly all actives have a fitted effect of over 60% in size; inactives centre near -12
Target sequence (O94782 whole entry, looked up): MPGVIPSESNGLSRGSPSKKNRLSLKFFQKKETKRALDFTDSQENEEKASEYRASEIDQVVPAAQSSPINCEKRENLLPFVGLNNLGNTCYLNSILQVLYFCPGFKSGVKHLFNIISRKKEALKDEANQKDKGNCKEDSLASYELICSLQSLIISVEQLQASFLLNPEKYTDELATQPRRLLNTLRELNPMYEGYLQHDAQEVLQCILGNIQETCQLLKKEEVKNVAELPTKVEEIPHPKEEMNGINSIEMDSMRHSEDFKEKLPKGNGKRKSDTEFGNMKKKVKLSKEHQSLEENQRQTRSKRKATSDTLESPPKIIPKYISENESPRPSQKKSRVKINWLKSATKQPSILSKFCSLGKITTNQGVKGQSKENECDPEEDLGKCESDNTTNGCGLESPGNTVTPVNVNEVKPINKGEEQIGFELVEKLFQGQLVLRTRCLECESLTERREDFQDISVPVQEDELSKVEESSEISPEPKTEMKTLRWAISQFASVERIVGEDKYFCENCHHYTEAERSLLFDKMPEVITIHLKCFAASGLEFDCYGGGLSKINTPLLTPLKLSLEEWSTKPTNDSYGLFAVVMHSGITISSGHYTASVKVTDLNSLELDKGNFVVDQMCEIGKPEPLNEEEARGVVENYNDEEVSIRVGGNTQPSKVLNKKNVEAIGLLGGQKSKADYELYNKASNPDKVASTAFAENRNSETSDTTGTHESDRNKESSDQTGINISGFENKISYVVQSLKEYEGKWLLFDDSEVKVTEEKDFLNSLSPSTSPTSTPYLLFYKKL
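USP1/UAF1 complex at 1 nM was preincubated with compound for 15 min at room temperature, then Ub-Rho substrate (150nM final) was added. Fluorescence (480/540 nm) was read kinetically, 6 reads every 60 seconds.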
Vif-A3G inh: qHTS for Inhibitors of Vif-A3G Interactions: qHTS. HeLa A3G-eYFP + Vif (tagged APOBEC3G with the HIV-1 protein that degrades it), YFP fluorescence, overnight. Potency, µM (titrated, usually from 46.1 µM), inactives show at the top dose activity, negative = active, usual class: inhibitors. 410,000 tested, 0.076% active. AID 602310, 2012;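 note: potency is the fitted concentration of half-maximal effect; % is set by controls: 0 for no effect and ±100 for the full control effect; nearly all actives have a fitted effect of over 60% in size; hits raise eYFP signal because A3G escapes Vif-driven loss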
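HeLa cells stably expressing Vif and C-terminally eYFP-tagged A3G, seeded overnight at 37 deg C, then exposed to compound by pintool overnight at 37 deg C. Rise in yellow fluorescence (Ex 488/Em 500-530, Acumen) marks blocked Vif-driven A3G degradation.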
RGS4 inh: Inhibitors of Regulator of G Protein Signaling (RGS) 4: qHTS | 390,000 tested, 0.039% active | Transcreener GDP fluorescence polarization, RGS4-accelerated GTP hydrolysis | Potency, µM (highest dose often 114 µM), for the others: at the top dose activity change, negative = inhibition, most hits filed as inhibitors | Regulator of G-protein signaling 4 (Homo sapiens), P49798; note: potency is the fitted concentration of half-maximal effect; % is set by controls: 0 for no effect and ±100 for the full control effect; nearly all actives have a fitted effect of over 75% in size; some results filed as inactive show a strong effect at the top dose
Target sequence (P49798 whole entry, looked up): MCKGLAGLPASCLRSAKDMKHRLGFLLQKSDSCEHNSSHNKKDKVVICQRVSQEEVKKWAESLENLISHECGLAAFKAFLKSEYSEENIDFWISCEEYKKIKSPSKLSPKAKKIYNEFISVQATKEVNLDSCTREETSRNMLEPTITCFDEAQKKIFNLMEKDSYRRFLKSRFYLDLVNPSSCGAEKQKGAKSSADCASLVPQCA
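MLSMR compounds (23 nl, pin-transferred) preincubated 10 min at room temperature with a 500nM (2x) first reagent, then RGS4 at 900nM (2x) plus Transcreener GDP mix added; fluorescence polarization (620/688 nm) read before and after 90 min at 30 °C.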
mIDH1 inhibitor: qHTS for Inhibitors of mutant isocitrate dehydrogenase 1 (IDH1): qHTS. IDH1-R132H enzyme, NADPH consumption, diaphorase/resazurin fluorescence. 390,000 tested, 0.093% active. AID 602179, 2012. Potency, µM (doses to about 76.6 µM), inactives show at the top dose activity change, negative = inhibition, most hits filed as inhibitors; note: potency is the fitted concentration of half-maximal effect; % is set by controls: 0 for no effect and ±100 for the full control effect; nearly all actives have a fitted effect of over 65% in size
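IDH1-R132H (0.5 ug/mL) preincubated 30 min with compound, then NADPH (0.016 mM) and alpha-KG (2 mM) added; 80 min at RT, pH 7.5. Remaining NADPH coupled via diaphorase/resazurin to fluorescence (540/590 nm); concentration-response curves normalized to no-enzyme control.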
LDHA block: qHTS assay for inhibitors of human lactate dehydrogenase; 480,000 tested, 0.15% active; L-lactate dehydrogenase A chain (Homo sapiens), P00338; purified LDHA, NADH/diaphorase-resazurin fluorescence; active compounds read low; activity change, % (values are at about 110 or 230 µM); in the data active = activity change below about -30%; inconclusive = mostly about -25% to -30%;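 note: plate controls were DMSO wells for no effect and wells without enzyme for full effect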
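LDH5 2 nM; NADH 0.06 mM, pyruvate 0.2 mM; 200 mM Tris pH 7.4, EDTA, Tween-20; 5 min RT. Detection: diaphorase 0.133 mg/mL + resazurin 37 µM, fluorescence ex540/em590 at 0 and 20 min; normalized to enzyme-free and DMSO wells.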
Vif-APOBEC3F blk: qHTS for Inhibitors of Vif-A3F Interactions: qHTS; HeLa A3F-eYFP + Vif (tagged APOBEC3F with the HIV-1 protein that degrades it), YFP fluorescence increase; Potency, µM (top dose mostly 46.1 µM), for the others: top-dose activity, negative = active; 390,000 tested, 0.2% active; AID 602313, 2012; note: potency is the fitted concentration of half-maximal effect; % of control where 0% means no effect; nearly all actives have a fitted effect of over 65% in size
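HeLa cells stably expressing A3F-eYFP plus Vif, plated and incubated overnight at 37 deg C, then exposed to compounds overnight at 37 deg C. Blocked degradation read as raised yellow fluorescence (Ex 488/Em 500-530).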
TrxR1 substrate: qHTS Assay for Substrates of Mammalian Selenoprotein Thioredoxin Reductase 1 (TrxR1): qHTS; 390,000 tested, 0.01% active; Thioredoxin reductase 1, cytoplasmic (Rattus norvegicus), O89049; Potency, µM (series often up to 114 µM), for inactives: top-dose activity change, negative = substrate turnover; AID 588456, 2011; purified TrxR1 substrate turnover, NADPH consumption readout; note: potency is the fitted concentration of half-maximal effect; % is set by controls: 0 for no effect and ±100 for the full control effect; nearly all actives have a fitted effect of over 50% in size
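Rat TrxR1, dispensed at 90 nM, was prereduced with 400 uM NADPH (final) for 5 min at ~22 deg C, then incubated with compound 15 min before 400 uM selenite. A first-read NADPH fluorescence drop versus no-compound background flagged substrates.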
Active calls of the source: *; ? = inconclusive; . = not tested or not shown; & = joins results of further samples; [ ] = dose if it differs, or a comment. Unless noted, calls come from the whole dose curve; as a rule, active = well fitted curve in the direction sought with a large enough effect; inconclusive = small, poorly fitted or top-dose-only effect, or another doubt; inactive = no such curve, though single readings can be large; an effect the other way counts as inactive or inconclusive. These rows are one share of the data, so the mix of outcomes need not match the whole.

SMILES	GRP78 ERSR act	TrxR1 inh	USP1-UAF1 inh	Vif-A3G inh	RGS4 inh	mIDH1 inhibitor	LDHA block	Vif-APOBEC3F blk	TrxR1 substrate
O=C(Nc1nc2ccccc2n1CCOc1ccccc1)c1ccco1	2%	26%[57.1 µM]	-10%	-7%	-13%	8%	0&0	-13%	3%[57.1 µM]
CN(Cc1cnn(C)c1)C(=O)c1cc2ccccc2oc1=O	-5%	-3%[57.1 µM]	-18%	1%	3%	-3%	-1	3%	-7%[0.457 µM]
CCN(CC)C(=O)CSc1nc2c(sc(=S)n2CC)c(=O)n1-c1ccccc1	2%	-3%	-22%	4%	4%	9%	-12	2%	-9%
Cc1ccc(CSCC(=O)N(C)CC(=O)Nc2ccc(Br)cc2C)cc1	-5%	3%[57.1 µM]	-12%	0%	-42%	5%	-4	-5%	-6%[57.1 µM]
O=S1(=O)CCN(C2CCCCCC2)CC1	0%	.	-1%	0%	.	-1%	-2	1%	.
c1ccc(-c2nccc(-c3ccc(-n4cnc5ccccc54)cc3)n2)nc1	-6%	-11%	-12%	1%	?	2%	-2	-6%	-2%
c1ccc(CNCCCn2cnc3c(OCc4ccccc4)ncnc32)cc1	2%	2%	-12%	-3%	42%	-11%	-8	-3%	0%
COc1ccc(CC(=O)Nc2ccc(-c3nc4ccccc4s3)cc2Cl)cc1OC	-3%	-19%[57.1 µM]	?	-11%	-3%	17%	0	-3%	-17%[57.1 µM]
CCOC(=O)c1cc(C)n(Cc2ccc(OCC)c(OC)c2)c1C	2%	11%	-18%	1%	13%	5%	0	7%	2%
CC(=O)C1=C(O)C(=O)N(c2nccs2)C1c1ccc(F)cc1 (stereo unspecified)	0%	-20%	-16%	-1%	-40%	0%	1	14%	-6%
COc1ccc(C(=NN)c2ccc(OC)cc2)cc1	-2%	14%	-27%	-12%	-9%	0%	-9	-18%	2%
Cc1cnc(NC(=O)c2ccc3c(c2)OCCO3)s1	-15%	8%	-24%	?	-5%	-6%	-3	4%	3%
O=C(Nc1cccc(NC(=O)c2cccc(F)c2)c1)c1ccccc1	0%	19%	-12%	-9%	-19%[56.9 µM]	5%	1	13%	7%
CCN1C(=O)[C@H]2[C@@H](c3ccc(-c4ccc(F)cc4)cc3)N[C@@](C)(C(=O)OC)[C@H]2C1=O	-1%	?	-22%	0%	0%	-6%	-1	1%	-5%[57.1 µM]
COc1ccc(C(=O)NCc2ccc(Cl)c(Cl)c2)cc1OC	-2%	7%	-8%	-5%	-25%	0%	4	3%	0%
OC(CNc1ccccc1)COc1ccc(OCC(O)CNc2ccccc2)cc1 (stereo unspecified)	-2%	20%[57.1 µM]	-3%	-5%	3%	7%	1	1%	12%[57.1 µM]
COc1cc2[nH]c(=O)n(CCCCCC(=O)N3CCN(c4ccccn4)CC3)c(=O)c2cc1OC	-1%	19%	-5%	1%	13%	2%	-1	0%	11%
COc1cc(Nc2nc(SCc3ccccc3Cl)nc3ccccc23)cc(OC)c1	-2%	16%[57.1 µM]	-22%	-1%	-2%	19%	-3	-3%	-3%[57.1 µM]
CCc1ccccc1Nc1cc(C(=O)NC2CCC(C)CC2)c2ccccc2n1 (stereo unspecified)	2%	31%[activator]	-11%	1%	7%	-13%	-2	?	36%[activator]
CN(Cc1ccccc1)C(=O)CCCn1c(=O)[nH]c2cc(Cl)ccc2c1=O	-3%	0%[57.1 µM]	0%	2%	-1%	-2%	-4	-4%	3%[57.1 µM]
NC(=O)CSc1nnc(-c2ccoc2)o1	-5%	16%[57.1 µM]	-13%	1%	-4%	-2%	-4	-7%	7%[57.1 µM]
COc1ccc(C2C(C(C)=O)=C(O)C(=O)N2CCc2c[nH]c3ccccc23)cc1 (stereo unspecified)	-5%	1%	-15%	-1%	-6%	-3%	0	5%	-2%
CCc1ccc(N2CC(C(=O)Nc3ccc(S(=O)(=O)N4CCCCC4)cc3)CC2=O)cc1 (stereo unspecified)	-2%	5%	-6%	-17%	0%	3%	-4	?	-7%
CC(=O)/C(=N\Nc1cccc(Cl)c1)Sc1nnc(-c2ccccc2)n1-c1ccccc1	-4%	-7%	-18%	0%	-42%	-3%	-1	-6%	-12%
O=C(/C=C/c1ccco1)Nc1nc(-c2ccccn2)cs1	-3%	14µM*	-5%	-8%	?	0%	3	0%	9%[0.0914 µM]

A portion taken from the entries so far, for reference:
SMILES	GRP78 ERSR act	TrxR1 inh	USP1-UAF1 inh	Vif-A3G inh	RGS4 inh	mIDH1 inhibitor	LDHA block	Vif-APOBEC3F blk	TrxR1 substrate
O=C(Nc1nc2ccccc2n1CCOc1ccccc1)c1ccco1	2%	26%[57.1 µM]	-10%	-7%	-13%	8%	0&0	-13%	3%[57.1 µM]
CN(Cc1cnn(C)c1)C(=O)c1cc2ccccc2oc1=O	-5%	-3%[57.1 µM]	-18%	1%	3%	-3%	-1	3%	-7%[0.457 µM]

Back to the main list, starting four compounds before the break.
SMILES	GRP78 ERSR act	TrxR1 inh	USP1-UAF1 inh	Vif-A3G inh	RGS4 inh	mIDH1 inhibitor	LDHA block	Vif-APOBEC3F blk	TrxR1 substrate
COc1ccc(C2C(C(C)=O)=C(O)C(=O)N2CCc2c[nH]c3ccccc23)cc1 (stereo unspecified)	-5%	1%	-15%	-1%	-6%	-3%	0	5%	-2%
CCc1ccc(N2CC(C(=O)Nc3ccc(S(=O)(=O)N4CCCCC4)cc3)CC2=O)cc1 (stereo unspecified)	-2%	5%	-6%	-17%	0%	3%	-4	?	-7%
CC(=O)/C(=N\Nc1cccc(Cl)c1)Sc1nnc(-c2ccccc2)n1-c1ccccc1	-4%	-7%	-18%	0%	-42%	-3%	-1	-6%	-12%
O=C(/C=C/c1ccco1)Nc1nc(-c2ccccn2)cs1	-3%	14µM*	-5%	-8%	?	0%	3	0%	9%[0.0914 µM]
O=C(NC1CCCC1)C1CCCN1C(=O)Oc1ccccc1 (stereo unspecified)	-4%	12%	-3%	0%	15%	0%	-3	-10%	2%
Cc1nc2ccccc2nc1OCC(=O)Nc1ccc(F)cc1	-3%	17%[57.1 µM]	-19%	0%	2%	2%	-1	-10%	-15%[57.1 µM]
N#C/C(=C\c1ccc(N2CCOCC2)o1)C(=O)NCC1CCCO1 (stereo unspecified)	3%	?	?	-14%	-52%	2%	1	?	-30%
CN1CCN(C(=S)c2cn(Cc3ccccc3)c3ccccc23)CC1	-4%	13%	-12%	3%	6%	0%	-1	0%	3%
Cc1cc([N+](=O)[O-])nn1CC(=O)N(C)Cc1ccccc1	-3%	3%[57.1 µM]	-4%	2%	3%	8%	-10	7%	9%[57.1 µM]
CC(=O)c1c(C)[nH]c(C(=O)CSc2nnc(-c3ccco3)n2Cc2ccccc2)c1C	-7%	?	-10%	-6%	1%	3%	2	6%	-13%
COC(=O)c1c(NC(=O)C2Cc3ccccc3C(=O)O2)sc2c1CCCC2 (stereo unspecified)	-5%	23%	-12%	1%	9%[11.4 µM]	6%	-5	3%	11%
CC(C)(C)C1CCC2(CC1)NC(CO)(CO)CO2 (stereo unspecified)	-6%	3%	-14%	0%	9%	4%	-5	.	2%
O=C(COC(=O)c1cccs1)Nc1ccc(S(=O)(=O)N2CCOCC2)cc1	-3%	-2%	-12%	-1%	-5%	3%	-2	-6%	-5%
O=C(C(c1ccccc1)C(O)(c1ccccc1)c1ccccc1)N1CCOCC1 (stereo unspecified)	-2%	-5%[2.29 µM]	-1%	-1%	15%	4%	-12	-18%	-7%[2.29 µM]
COc1cc2c(cc1C(F)(F)F)N(C(=O)Nc1cc(F)cc(-c3cccnc3)c1)CC2	-5%	2%&11%	.	.	.	.	-13	.	-2%
CCOC(=O)c1c(S(=O)(=O)NCCc2ccc(OC)c(OC)c2)c(C)n(C)c1C	-2%	-5%	-10%	2%	8%	-18%	-7	0%	-3%
COc1ccc(Br)cc1CNC(=O)c1cnc2sc(N3CCCCCC3)nn2c1=O	-3%	14%[57.1 µM]	-18%	4%	9%	-15%	-13	4%	16%[57.1 µM]
Cn1c(SCC(=O)NCc2ccccc2)nnc1C1CC1	-5%	7%	6%	1%	27%	6%	0	1%	-1%
Cc1ccccc1CN1CCC(n2nccc2NC(=O)c2ccc3c(c2)OCO3)CC1	-4%	14%	-28%	4%	-30%	-14%	-1	6%	1%
COc1ccc(C(=O)Cc2ccc(OC)c(OC)c2)c(OC)c1	0%	12%	-12%	-4%	-24%	1%	-2	-9%	6%

Screening results from PubChem.
